# NSD2 block: inhibitors of human NSD2, primary screen, biochemical, plate reader, single point | AID 624260, 2012 | inhibition, % at 12.5 µM | Histone-lysine N-methyltransferase NSD2 (Homo sapiens), O96028 | 44,000 compounds, 0.07% hits | NSD2-SET H3K36me1 DELFIA fluorescence; in the data active means inhibition above about 54%, passing the limit was not always enough;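 further: inhibitors reduce the monomethyl H3K36 fluorescence signal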
# Target sequence (O96028 whole entry, looked up): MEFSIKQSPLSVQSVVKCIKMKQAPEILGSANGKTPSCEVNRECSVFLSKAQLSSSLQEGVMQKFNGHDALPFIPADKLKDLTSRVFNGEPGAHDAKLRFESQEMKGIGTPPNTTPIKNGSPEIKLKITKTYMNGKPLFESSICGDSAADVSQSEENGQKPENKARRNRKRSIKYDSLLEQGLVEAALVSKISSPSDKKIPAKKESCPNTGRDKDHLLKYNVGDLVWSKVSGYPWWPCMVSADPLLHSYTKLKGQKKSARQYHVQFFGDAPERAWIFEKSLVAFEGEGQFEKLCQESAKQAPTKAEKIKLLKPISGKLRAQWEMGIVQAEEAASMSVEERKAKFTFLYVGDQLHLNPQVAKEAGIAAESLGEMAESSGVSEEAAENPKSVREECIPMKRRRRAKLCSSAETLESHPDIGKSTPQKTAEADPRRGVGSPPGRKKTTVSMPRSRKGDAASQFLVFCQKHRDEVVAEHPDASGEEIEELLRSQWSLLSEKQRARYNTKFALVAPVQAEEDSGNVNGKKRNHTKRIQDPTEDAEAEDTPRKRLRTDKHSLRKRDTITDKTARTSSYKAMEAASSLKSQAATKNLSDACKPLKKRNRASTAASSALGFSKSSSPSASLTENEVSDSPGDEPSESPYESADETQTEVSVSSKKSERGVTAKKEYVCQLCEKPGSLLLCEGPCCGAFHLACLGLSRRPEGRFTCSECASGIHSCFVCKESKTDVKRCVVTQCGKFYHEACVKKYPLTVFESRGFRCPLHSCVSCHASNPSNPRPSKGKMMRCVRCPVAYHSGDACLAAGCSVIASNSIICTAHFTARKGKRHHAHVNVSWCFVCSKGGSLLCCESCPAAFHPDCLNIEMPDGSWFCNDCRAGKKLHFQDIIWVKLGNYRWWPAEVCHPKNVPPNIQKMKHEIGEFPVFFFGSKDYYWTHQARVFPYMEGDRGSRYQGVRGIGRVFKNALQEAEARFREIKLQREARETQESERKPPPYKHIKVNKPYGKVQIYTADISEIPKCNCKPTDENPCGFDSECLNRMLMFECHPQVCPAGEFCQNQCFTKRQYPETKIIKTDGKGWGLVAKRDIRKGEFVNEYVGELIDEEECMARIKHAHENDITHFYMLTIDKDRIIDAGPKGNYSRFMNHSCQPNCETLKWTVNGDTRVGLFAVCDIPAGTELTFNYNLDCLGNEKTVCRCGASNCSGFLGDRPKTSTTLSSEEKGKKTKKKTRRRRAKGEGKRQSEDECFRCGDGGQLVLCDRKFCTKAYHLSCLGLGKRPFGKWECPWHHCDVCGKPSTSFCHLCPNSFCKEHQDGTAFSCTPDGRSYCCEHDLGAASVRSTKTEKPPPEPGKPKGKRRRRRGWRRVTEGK
# Active calls of the source: *.
SMILES,NSD2 block
Cc1noc(C)c1S(=O)(=O)Nc1ccc2c(c1)CC(=O)N([C@@H](C)CO)C[C@H](C)[C@@H](CN(C)Cc1ccc(C(=O)Nc3ccccc3N)cc1)O2,-1.4
O=C(CCCCC(=O)N/N=C/c1ccc2ccccc2c1)NO,-1.2
C[C@@H]1CN([C@@H](C)CO)C(=O)Cc2cc(NC(=O)CCC(F)(F)F)ccc2O[C@H]1CN(C)CC1CCCCC1,-5.3
CCCNC(=O)N(C)C[C@H]1Oc2ncc(-c3ccc(OC)cc3)cc2C(=O)N([C@H](C)CO)C[C@H]1C,0.5
C[C@@H]1CCCCO[C@H](CN(C)C(=O)Nc2ccccc2)[C@H](C)CN([C@@H](C)CO)C(=O)c2cc(NC(=O)CCCN(C)C)ccc2O1,-1.8
CNC[C@H]1Oc2ncc(-c3cncnc3)cc2C(=O)N([C@H](C)CO)C[C@@H]1C,1.7
CC(C)CC#Cc1ccc2c(c1)O[C@H](CN(C)Cc1ccccn1)[C@H](C)CN([C@@H](C)CO)S2(=O)=O,-3.5
CC(C)CC#Cc1ccc2c(c1)O[C@H](CN(C)C(=O)CN(C)C)[C@@H](C)CN([C@H](C)CO)S2(=O)=O,-4.2
C=C(C(=O)O)[C@@H]1CC[C@@]2(C)CCC[C@@](C)(O)[C@@H]2C1,10.4
C[C@@H]1CN([C@@H](C)CO)C(=O)c2cc(-c3ccc(F)cc3)cnc2O[C@@H]1CN(C)C(=O)C1CCC1,-2.3
CCCNC(=O)N(C)C[C@@H]1Oc2cc(-c3cncnc3)ccc2S(=O)(=O)N([C@H](C)CO)C[C@H]1C,-131.1
Cc1ccc(S(=O)(=O)N(C)C[C@H]2Oc3ccc(NS(=O)(=O)c4c(C)noc4C)cc3C(=O)N([C@@H](C)CO)C[C@@H]2C)cc1,-0.9
C[C@@H]1CN([C@H](C)CO)C(=O)c2cc(NC(=O)CCCN(C)C)ccc2O[C@H]1CN(C)Cc1ccc(C(F)(F)F)cc1,-2.0
C/C=C/c1ccc2c(c1)O[C@@H](CN(C)C(=O)c1cccc(F)c1)[C@@H](C)CN([C@H](C)CO)S2(=O)=O,-4.1
CNC[C@@H]1Oc2ccc(NC(=O)C3CCCCC3)cc2C(=O)N([C@H](C)CO)C[C@H]1C,2.7

# Entries above that have a CF3 group:
SMILES,NSD2 block
C[C@@H]1CN([C@@H](C)CO)C(=O)Cc2cc(NC(=O)CCC(F)(F)F)ccc2O[C@H]1CN(C)CC1CCCCC1,-5.3
C[C@@H]1CN([C@H](C)CO)C(=O)c2cc(NC(=O)CCCN(C)C)ccc2O[C@H]1CN(C)Cc1ccc(C(F)(F)F)cc1,-2.0

# Further records:
SMILES,NSD2 block
C[C@@H]1CN([C@H](C)CO)C(=O)c2cc(NC(=O)Nc3ccc(F)cc3)ccc2O[C@@H]1CN(C)C(=O)Nc1cccc2ccccc12,-6.1
CC(=O)N(C)C[C@@H]1Oc2cc(-c3ccc(F)cc3)ccc2S(=O)(=O)N([C@H](C)CO)C[C@@H]1C,4.9
CCN1CCCC1CNC(=O)c1cc(S(N)(=O)=O)ccc1OC (stereo not given),2.8
C[C@H]1CN([C@@H](C)CO)C(=O)c2cccc(NC(=O)c3cnccn3)c2O[C@H]1CN(C)Cc1ccncc1,3.0
C[C@@H]1CCCCO[C@@H](CN(C)C(=O)Nc2ccc(C(F)(F)F)cc2)[C@H](C)CN([C@H](C)CO)C(=O)c2cc(NC(=O)Nc3cccc4ccccc34)ccc2O1,-2.9
C[C@H](CO)N1C[C@H](C)[C@H](CN(C)C(=O)c2ccccc2F)Oc2ncc(Br)cc2C1=O,3.5
C[C@@H]1CN([C@@H](C)CO)C(=O)c2cc(NC(=O)CCCCCC(=O)Nc3ccccc3N)ccc2O[C@H]1CN(C)C(=O)Nc1ccccc1,4.9
COCCOC(=O)N1C(=O)[C@@]2(c3cc(C#Cc4ccc(OC)cc4)ccc31)[C@H](c1ccc(O)cc1)N1[C@H](c3ccccc3)[C@H](c3ccccc3)OC(=O)[C@H]1[C@@H]2C(=O)N1CCCCCCC1,-2.1
CC(C)NC(=O)N(C)C[C@H]1OCc2cnnn2CCCC(=O)N([C@H](C)CO)C[C@H]1C,-1.3
C[C@@H]1CN([C@H](C)CO)C(=O)Cc2cc(NC(=O)c3ccncc3)ccc2O[C@H]1CN(C)S(=O)(=O)c1cccs1,12.5
C[C@H](CO)N1C[C@H](C)[C@H](CN(C)CC2CC2)Oc2c(NC(=O)c3ccc(-c4nccs4)cc3)cccc2C1=O,-0.1
C[C@@H]1CCCCO[C@H](CN(C)C)[C@H](C)CN([C@H](C)CO)C(=O)c2cc(NC(=O)c3ccncc3)ccc2O1,3.6
COc1ccc(S(=O)(=O)N(C)C[C@H]2Oc3c(NS(=O)(=O)c4ccc(C)cc4)cccc3C(=O)N([C@@H](C)CO)C[C@@H]2C)cc1,-2.6
CC(C)(C)c1cc(C(C)(C)C)n(-c2ccc(-n3cccc3)cc2)n1,3.1
COc1ccc(CN(C)C[C@@H]2OCCCC[C@H](C)Oc3ccc(NS(=O)(=O)c4ccc(Cl)cc4)cc3C(=O)N([C@H](C)CO)C[C@H]2C)cc1,5.9

# Next section; the last two above are carried over.
SMILES,NSD2 block
CC(C)(C)c1cc(C(C)(C)C)n(-c2ccc(-n3cccc3)cc2)n1,3.1
COc1ccc(CN(C)C[C@@H]2OCCCC[C@H](C)Oc3ccc(NS(=O)(=O)c4ccc(Cl)cc4)cc3C(=O)N([C@H](C)CO)C[C@H]2C)cc1,5.9
CC(C)NC(=O)N(C)C[C@@H]1Oc2cc(C#Cc3ccccn3)ccc2S(=O)(=O)N([C@@H](C)CO)C[C@@H]1C,-0.7
COc1ccccc1CNC(=O)C[C@@H]1C[C@@H]2c3cc(NC(=O)CC4CC4)ccc3O[C@@H]2[C@@H](CO)O1,0.9
C[C@H]1CN([C@@H](C)CO)C(=O)c2cc(NS(=O)(=O)c3cccs3)ccc2O[C@@H]1CN(C)C(=O)Nc1cccc2ccccc12,1.7
CC1(C)Cc2ccccc2C(CSc2nc3c(c(C(F)(F)F)n2)CCCC3)=N1,8.8
CN(c1ccccc1C(=O)Nc1cccnc1)S(C)(=O)=O,3.8
CC1(C)CC[C@]2(C(=O)O)CC[C@]3(C)C(=CCC4[C@@]5(C)C[C@@H](O)[C@H](O)[C@@](C)(CO)C5CC[C@]43C)[C@@H]2[C@@H]1O (stereo not given in full),17.3
COC(=O)c1ccc([C@@H]2C=C(C(=O)O)O[C@H](OCCCCO)C2)cc1,-2.5
C[C@H](O)[C@H](O)[C@@H](O)[C@@H](O)/C=N/NC(=O)c1ccccn1,2.2
CCCC#Cc1ccc2c(c1)O[C@H](CN(C)C(=O)CN(C)C)[C@H](C)CN([C@@H](C)CO)S2(=O)=O,23.4
C[C@H]1CN([C@@H](C)CO)C(=O)c2cc(C#CCc3ccccc3)cnc2O[C@H]1CN(C)Cc1cccnc1,7.1
COC(=O)c1c2oc(c1C(=O)OC)C(=O)N(C)Cc1cn(nn1)C[C@@H](C)NC(=O)N[C@H](CO)CC2,-3.2
C[C@H](CO)N1C[C@H](C)[C@@H](CN(C)C(=O)NC2CCCCC2)OCCCC[C@H](C)Oc2ccc(NC(=O)Nc3ccccc3)cc2C1=O,-3.1
COc1cc(C)nc2nc(S(C)(=O)=O)nn12,-3.1
C[C@@H]1CN([C@@H](C)CO)C(=O)Cc2cc(NC(=O)Nc3ccc(F)cc3)ccc2O[C@H]1CN(C)C(=O)Nc1ccc(F)cc1,-6.7
COc1ccc(NC(=O)Nc2ccc3c(c2)C(=O)N([C@@H](C)CO)C[C@H](C)[C@H](CN(C)C(=O)Nc2c(C)noc2C)O3)cc1,5.0

# Some values from above.
# In NSD2 block, CCCC#Cc1ccc2c(c1)O[C@H](CN(C)C(=O)CN(C)C)[C@H](C)CN([C@@H](C)CO)S2(=O)=O reads 23.4
# In NSD2 block, COc1cc(C)nc2nc(S(C)(=O)=O)nn12 reads -3.1
# In NSD2 block, C[C@H](CO)N1C[C@H](C)[C@@H](CN(C)C(=O)NC2CCCCC2)OCCCC[C@H](C)Oc2ccc(NC(=O)Nc3ccccc3)cc2C1=O reads -3.1
# In NSD2 block, COc1ccc(NC(=O)Nc2ccc3c(c2)C(=O)N([C@@H](C)CO)C[C@H](C)[C@H](CN(C)C(=O)Nc2c(C)noc2C)O3)cc1 reads 5.0

# Remaining list, next part.
SMILES,NSD2 block
CC(C)CC#Cc1ccc2c(c1)O[C@@H](CN(C)C(=O)NC(C)C)[C@@H](C)CN([C@H](C)CO)S2(=O)=O,-5.8
Cc1noc(C)c1S(=O)(=O)N(C)C[C@@H]1OCCCC[C@@H](C)Oc2ccc(NS(=O)(=O)c3cccs3)cc2C(=O)N([C@@H](C)CO)C[C@H]1C,4.6
COc1ccc(CN(C)C[C@H]2Oc3ccc(NC(=O)Nc4ccc(OC)cc4)cc3CC(=O)N([C@H](C)CO)C[C@H]2C)cc1,-6.3
O=C(C[C@H]1C[C@H]2c3cc(NS(=O)(=O)c4ccccc4)ccc3O[C@H]2[C@@H](CO)O1)NCC(F)(F)F,-1.7
CC(=O)N(C)C[C@@H]1Oc2ncc(-c3cncnc3)cc2C(=O)N([C@@H](C)CO)C[C@H]1C,-5.3
O=C(O)CCCCCC(=O)N/N=C/c1cccs1,-1.2
CS(=O)(=O)N(CC(=O)Nc1ccc(Oc2ccccc2)cc1)C1CCCCC1,-19.2
CC(C)CC#Cc1ccc2c(c1)O[C@H](CN(C)Cc1ccccn1)[C@@H](C)CN([C@@H](C)CO)S2(=O)=O,1.4
COc1ccc(NC(=O)Nc2cccc3c2O[C@H](CN(C)S(=O)(=O)c2ccc(Cl)cc2)[C@H](C)CN([C@@H](C)CO)C3=O)cc1,-2.1
C[C@H](CO)N1C[C@H](C)[C@@H](CN(C)C(=O)C2CCCCC2)Oc2cc(C3=CCCC3)ccc2S1(=O)=O,-2.1
COc1ccc(S(=O)(=O)N(C)C[C@H]2Oc3ccc(NS(=O)(=O)c4cccs4)cc3CC(=O)N([C@H](C)CO)C[C@H]2C)cc1,-0.5
COc1ccc(NC(=O)Nc2cccc3c2O[C@@H](CN(C)Cc2ccncc2)[C@@H](C)CN([C@H](C)CO)C3=O)cc1,0.5
C[C@@H]1CN([C@H](C)CO)S(=O)(=O)c2ccc(/C=C/c3ccccc3)cc2O[C@@H]1CN(C)C(=O)Nc1cccc(F)c1,-2.4
COc1ccc(S(=O)(=O)Nc2ccc3c(c2)C(=O)N([C@H](C)CO)C[C@H](C)[C@@H](CN(C)C(=O)Nc2ccc(C(F)(F)F)cc2)O3)cc1,-6.5
C[C@H](CO)N1C[C@H](C)[C@@H](CN(C)CC2CCCCC2)Oc2ccc(NC(=O)Nc3ccc(F)cc3)cc2CC1=O,-1.7
C[C@H](CO)N1C[C@H](C)[C@H](CN(C)C(=O)CCCN(C)C)OCCCC[C@H](C)Oc2ccc(NS(C)(=O)=O)cc2C1=O,-4.6
COc1ccc(CN(C)C[C@@H]2Oc3c(NC(=O)NC4CCCCC4)cccc3C(=O)N([C@H](C)CO)C[C@@H]2C)cc1,-2.6
C[C@H](CO)N1C[C@H](C)[C@@H](CN(C)Cc2ccc(-c3ccccc3)cc2)Oc2ccc(NC(=O)C3CC3)cc2CC1=O,14.4
C[C@@H]1CN([C@H](C)CO)C(=O)c2cc(NC(=O)C3CC3)ccc2O[C@H]1CN(C)S(=O)(=O)c1cccs1,-1.4
O=C(C[C@H]1C=C[C@@H](NC(=O)Nc2cccc(F)c2)[C@H](CO)O1)NCC1CCCCC1,1.2
[N-]=[N+]=Nc1ccccc1C[C@]1(C(=O)N2CCCCC2)N=C(c2ccc(OCCCO)cc2)O[C@H]1c1ccccc1,-0.8
C[C@@H]1CN([C@@H](C)CO)C(=O)c2cc(Br)cnc2O[C@H]1CN(C)Cc1ccc2c(c1)OCO2,-4.9
CC(C)NC(=O)N(C)C[C@@H]1Oc2ccc(NC(=O)C3CC3)cc2CC(=O)N([C@@H](C)CO)C[C@H]1C,-23.8
C[C@@H]1CCCCO[C@H](CN(C)Cc2ccc3c(c2)OCO3)[C@H](C)CN([C@H](C)CO)C(=O)c2cc(NS(=O)(=O)c3ccc(Cl)cc3)ccc2O1,2.6
C[C@@H]1CN([C@@H](C)CO)C(=O)c2cc(N(C)C)ccc2O[C@@H](C)CCCCO[C@@H]1CN(C)S(=O)(=O)c1ccccc1,-0.1
Cc1noc(C)c1NC(=O)Nc1ccc2c(c1)CC(=O)N([C@H](C)CO)C[C@@H](C)[C@@H](CN(C)S(=O)(=O)c1cn(C)cn1)O2,0.5
C[C@@H]1CN([C@H](C)CO)C(=O)c2cc(NC(=O)CCCN(C)C)ccc2O[C@H]1CN(C)Cc1ccncc1,10.6
COc1ccc(CN(C)C[C@@H]2Oc3ccc(NC(=O)Nc4c(C)noc4C)cc3C(=O)N([C@@H](C)CO)C[C@@H]2C)cc1,3.2
C[C@H]1CN([C@@H](C)CO)C(=O)c2cc(NS(=O)(=O)c3cn(C)cn3)ccc2O[C@@H]1CN(C)Cc1ccc(Cl)c(Cl)c1,-6.1
C[C@@H]1CCCCO[C@H](CN(C)Cc2ccc(C(=O)Nc3ccccc3N)cc2)[C@@H](C)CN([C@H](C)CO)C(=O)c2cc(NS(=O)(=O)c3ccccc3)ccc2O1,2.9
CCCC#Cc1ccc2c(c1)O[C@H](CN(C)C(=O)c1ccncc1)[C@H](C)CN([C@@H](C)CO)S2(=O)=O,2.0
CC(C)CC#Cc1ccc2c(c1)O[C@@H](CN(C)CC1CCOCC1)[C@H](C)CN([C@H](C)CO)S2(=O)=O,-9.0
CNC[C@@H]1Oc2c(NC(=O)Nc3c(C)noc3C)cccc2C(=O)N([C@H](C)CO)C[C@@H]1C,1.6
CCCNC(=O)N(C)C[C@H]1Oc2ncc(-c3ccncc3)cc2C(=O)N([C@H](C)CO)C[C@H]1C,-2.5
CC(C)NC(=O)N(C)C[C@@H]1Oc2ncc(C#CCc3ccccc3)cc2C(=O)N([C@@H](C)CO)C[C@H]1C,-4.2
COc1ccc(CN(C)C[C@@H]2Oc3ccc(NS(=O)(=O)c4cccs4)cc3C(=O)N([C@@H](C)CO)C[C@H]2C)cc1,-0.7

# Compound activity as filed in PubChem.

# This is a subset. The share of hits here may be higher or lower than overall.
